Assay outcomes as filed in PubChem BioAssay.
FBW7 act: FBW7 E3 ligase activators, primary screen, biochemical, AlphaScreen, human; 0.13% of 650,000 active; AID 1259310, 2017; AlphaScreen FBW7–phospho-cyclin E peptide binding, activator screen; F-box/WD repeat-containing protein 7 (Homo sapiens), Q969H0; normalized activity (activation), % at 26.1 µM; in the data active = normalized activity above about 1.9%;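 also: purified mutant Fbw7 with reduced substrate affinity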
TEAD-YAP inh: TEAD-YAP interaction inhibition, primary screen, TEAD-YAP interaction inhibitor project, luminescence, HEK-TIYL cells | 1.4% of 640,000 active | TEAD-Gal4/YAP UAS-luciferase luminescence | inhibition, % at 9.12 µM; in the data active = inhibition above about 32%;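 also: 0% = median of test compound wells and 100% = reference inhibitor wells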
MITF inh: MITF inhibitors, primary screen, biochemical, AlphaScreen, human; 0.91% of 650,000 active; AlphaScreen MITF homodimerization, bead proximity signal; AID 1259374, 2018; inhibition, % at 2.6 µM; Microphthalmia-associated transcription factor (Homo sapiens), O75030; in the data active = inhibition above about 50%;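 also: 0% = vehicle wells with protein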
Target sequence (O75030 whole entry, looked up): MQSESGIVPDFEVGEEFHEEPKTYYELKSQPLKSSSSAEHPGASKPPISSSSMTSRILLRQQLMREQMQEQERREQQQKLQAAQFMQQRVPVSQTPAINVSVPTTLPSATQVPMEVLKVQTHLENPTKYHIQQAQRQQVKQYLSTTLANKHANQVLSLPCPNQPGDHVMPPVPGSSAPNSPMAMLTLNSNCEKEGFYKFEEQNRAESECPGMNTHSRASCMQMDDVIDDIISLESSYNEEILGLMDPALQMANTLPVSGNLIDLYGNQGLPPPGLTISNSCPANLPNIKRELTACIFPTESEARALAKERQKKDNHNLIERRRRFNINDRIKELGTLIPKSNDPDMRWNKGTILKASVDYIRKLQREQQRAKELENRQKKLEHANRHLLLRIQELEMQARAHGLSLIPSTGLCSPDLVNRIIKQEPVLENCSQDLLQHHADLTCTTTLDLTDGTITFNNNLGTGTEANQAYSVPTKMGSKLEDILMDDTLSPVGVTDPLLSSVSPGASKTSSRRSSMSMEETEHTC
GPR151 ag: activators of human GPR151, primary screen, cell-based, PathHunter beta-arrestin, luminescence; G-protein coupled receptor 151 (Homo sapiens), Q8TDV0; PathHunter beta-arrestin GPR151 cells; activation, % at 11.2 µM; 1% of 650,000 active; AID 1508602, 2020; in the data active = activation above about 4.9%;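 also: 0% = median of compound wells and 100% = cells with positive control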
Target sequence (Q8TDV0 whole entry, looked up): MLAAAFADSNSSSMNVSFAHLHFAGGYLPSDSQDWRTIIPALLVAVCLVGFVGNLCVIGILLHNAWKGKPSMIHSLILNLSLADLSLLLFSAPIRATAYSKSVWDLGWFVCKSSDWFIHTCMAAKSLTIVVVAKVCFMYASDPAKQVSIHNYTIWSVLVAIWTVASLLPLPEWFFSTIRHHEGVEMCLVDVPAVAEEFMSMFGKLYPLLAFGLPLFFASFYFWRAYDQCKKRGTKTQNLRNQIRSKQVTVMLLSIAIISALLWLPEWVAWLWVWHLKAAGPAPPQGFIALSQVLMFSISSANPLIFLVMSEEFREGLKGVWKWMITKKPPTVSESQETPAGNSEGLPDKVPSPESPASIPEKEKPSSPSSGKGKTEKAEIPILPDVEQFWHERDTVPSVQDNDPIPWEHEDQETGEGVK
Active calls of the source: *.

A first look, two compounds:
Structure	FBW7 act	TEAD-YAP inh	MITF inh	GPR151 ag
CCOc1ccccc1/C=C1/NC(=O)N(Cc2ccc(Br)cc2)C1=O	-0.1	7	-21	0.2
CN(CCc1cn[nH]c1)C(=O)CC1C(=O)NCCN1Cc1ccccc1C(F)(F)F (configuration not stated)	0.1	1	-9	-1.1

The whole of this part, repeating the preview:
Structure	FBW7 act	TEAD-YAP inh	MITF inh	GPR151 ag
CCOc1ccccc1/C=C1/NC(=O)N(Cc2ccc(Br)cc2)C1=O	-0.1	7	-21	0.2
CN(CCc1cn[nH]c1)C(=O)CC1C(=O)NCCN1Cc1ccccc1C(F)(F)F (configuration not stated)	0.1	1	-9	-1.1
CCCn1c(O)c(/C=N/c2ncn[nH]2)c(=O)[nH]c1=S	0.0	4	7	-1.7
CC(NC(=O)CCn1cnc2c(cnn2-c2ccc(F)cc2)c1=O)c1ccccc1 (configuration not stated)	0.0	9	-9	0.2
CC1=CCC2C(=O)N(c3ccc(Oc4cccc(C)c4C)cc3)C(=O)C2C1 (configuration not stated)	0.0	10	4	1.6
CCOc1ccc(-c2[nH]nc3c2C2(C(=O)N(CC(=O)O)c4ccccc42)C(C#N)=C(N)O3)cc1 (configuration not stated)	0.0	7	13	1.5
COc1ccc(NC(=O)Cn2nnc(-c3nc(-c4ccc(OC)cc4)no3)c2N)cc1	-0.1	1	9	-0.9
Nc1ccccc1C(=O)OCC(=O)c1ccccc1	-0.1	-49	14	-3.6
Cc1ccc2nc(-c3ccccc3)cc(C(=O)Nc3ccc(Oc4ccc(Br)cc4)cc3)c2c1	0.1	4	-6	0.2
Cc1ccc(NC(C)C(=O)N/N=C/c2cccc(C)n2)cc1 (configuration not stated)	0.2	7	10	-1.5
CC(C)NC(=O)c1cc(-c2ccc(O)cc2)on1	0.6	43*	2	-2.2
O=C(CSc1nnc(COc2ccccc2)o1)N1CCOCC1	-0.1	14	-7	-0.4
COc1cc(/C=C/c2nc3cc(Cl)ccc3c(=O)n2-c2ccccc2F)cc(OC)c1OC	-0.2	-3	-7	1.6
CCSc1nc(C)cc(OC(NC(=O)c2ccccc2)C(=O)c2ccccc2)n1 (configuration not stated)	0.0	-12	-6	1.1
CCOC(=O)C1CCCN(C(=O)c2cnn3c(C)c(Cc4c(C)cc(C)cc4C)c(C)nc23)C1 (configuration not stated)	0.0	3	11	-1.7
NC(=O)c1c(NC(=O)COc2cccc(C(F)(F)F)c2)sc2c1CCC2	0.0	-3	-11	0.3
O=c1oc2cc(O)c(Cl)cc2c2c1CCCC2	0.1	5	13	-3.1
COC(=O)CC1C(=O)NCCN1Cc1nc(Nc2ccccc2)c2ccccc2n1 (configuration not stated)	0.0	-7	4	-0.5
O=C(NCc1cccc(Cl)c1)c1ccc(N2CC3CC(C2)c2cccc(=O)n2C3)c([N+](=O)[O-])c1 (configuration not stated)	-0.1	-13	-13	-0.4
Cc1cccc(OCC(=O)NNC(=O)c2ccccc2C)c1	-0.1	2	-9	2.0
COc1ccc(Nc2nc(-c3c(C)nc4ccccn34)cs2)cc1	-0.1	62*	0	0.7
O=C(O)CCCNc1nc2ccccc2s1	0.0	9	-1	-3.2
Cc1ccc(CC2(CCC(=O)N3CCN(C(=O)c4cccs4)CC3)CCC(=O)N2)cc1 (configuration not stated)	0.5	-10	2	-0.7
COc1ccc(OC)c(/C=N\NC(=O)c2cccc(C)c2)c1	0.2	-12	10	1.5
CCc1ccccc1NC(=O)c1ccccc1N1C(=O)C2C3CCC(C3)C2C1=O (configuration not stated)	0.4	12	7	0.3
Cc1occc1C(=O)N(C)C(Cc1ccccc1)C1CCN(C(=O)c2cnccn2)CC1 (configuration not stated)	-0.1	-10	0	0.6
CC(=O)OC(C(=O)NCc1ccco1)c1ccc(C(F)(F)F)cc1 (configuration not stated)	0.0	-12	4	4.8
NCCNc1ccc(C(=O)N2c3ccccc3Sc3ccccc32)cc1[N+](=O)[O-]	0.0	-5	22	-1.8
O=C(NC1CCCCC1)c1cc(S(=O)(=O)N2CCOCC2)ccc1Sc1ccc(Br)cc1	-0.4	13	18	-0.9
Cc1c(CNC2CCCC(C)C2C)c(C(=O)O)c(C)n1Cc1ccc(F)cc1 (configuration not stated)	0.1	2	17	-0.1

Reprinted from the part before: four compounds, then new ones.
Structure	FBW7 act	TEAD-YAP inh	MITF inh	GPR151 ag
CC(=O)OC(C(=O)NCc1ccco1)c1ccc(C(F)(F)F)cc1 (configuration not stated)	0.0	-12	4	4.8
NCCNc1ccc(C(=O)N2c3ccccc3Sc3ccccc32)cc1[N+](=O)[O-]	0.0	-5	22	-1.8
O=C(NC1CCCCC1)c1cc(S(=O)(=O)N2CCOCC2)ccc1Sc1ccc(Br)cc1	-0.4	13	18	-0.9
Cc1c(CNC2CCCC(C)C2C)c(C(=O)O)c(C)n1Cc1ccc(F)cc1 (configuration not stated)	0.1	2	17	-0.1
CS(=O)(=O)N(CC(=O)NCc1ccncc1)c1ccccc1	0.0	0	-4	0.4
O=C(NC1CCCC1)c1cc(-c2ccc(F)cc2)on1	-0.1	-91	4	3.1
COc1cc(OC)c(C(=O)OC(C)C#N)cc1OC (configuration not stated)	0.2	2	-5	0.3
COc1ccc(NC(=O)CC(NCCc2ccccc2)C(=O)O)c(OC)c1 (configuration not stated)	-0.2	-4	-5	-0.4
COc1cc(OC)c(NC(=O)c2noc3c2COc2ccccc2-3)cc1Cl	0.9	-7	23	-0.6
CCOc1ccc(N(CC(=O)N/N=C(/C)c2cccs2)S(C)(=O)=O)cc1	-0.1	6	11	1.3
c1ccc(Nc2nc(NCCOc3ccccc3)c3ncn(C4CCCCC4)c3n2)cc1	0.4	4	1	-2.7
COC(=O)CCS(=O)(=O)c1ccc(NC(C)=O)cc1	0.1	-3	3	2.3
Cc1c(Cc2ccccc2)c(N2CCN(Cc3ccccc3)CC2)n2c(nc3ccccc32)c1C#N	2.0*	-8	8	1.6
O=C(C1=C(O)C(=O)N(CCCN2CCOCC2)C1c1cccs1)c1ccco1 (configuration not stated)	-0.1	-1	-112	0.0
Cc1ccc(-n2c(=O)[nH]c3c(oc4ccccc43)c2=O)cc1	0.7	-4	13	-1.1
O=C(Nc1ccc2c(c1)OCCOCCOCCOCCO2)Nc1ccc2c(c1)OCCOCCOCCOCCO2	0.3	9	10	-0.9
COc1ccc(CCNc2ccnc(Nc3cccc(N(C)C)c3)n2)cc1	-0.4	29	19	2.9
CCc1ccc(C2Nc3cccc4cccc(c34)N2)cc1	-0.1	-21	0	0.4
Cc1sc2nc(Cc3ccccc3)n(Cc3ccccc3Cl)c(=O)c2c1C	0.0	8	14	-0.2
Cc1cc2ccccc2n2c(=O)n(CC(=O)NC3CCCC3)nc12	0.0	-4	2	-1.4
CCc1cc2c(=O)c(-c3ccc4c(c3)OCCO4)c(C)oc2cc1OCC(=O)O	0.1	-3	-1	0.3
O=C(Nc1ccc(Cl)cc1)c1nn2c(C(F)(F)F)cc(-c3cc(Br)cs3)nc2c1Br	0.2	-2	0	0.1
CSCCOC(=O)C1=C(C)NC(=O)NC1c1ccccc1F (configuration not stated)	-0.2	2	1	-1.3
OCCOc1cccc(CN2CCN(C3CCCCC3)C(CCO)C2)c1 (configuration not stated)	0.2	13	-1	-2.0
CC(C)(C)C(=O)CSc1nc2ccccc2c(=O)n1Cc1ccccc1	0.1	0	-2	-1.9
O=C(Nc1ccc2c(c1)OCCO2)c1cc2c(=O)oc3ccccc3c2s1	0.1	4	0	0.2
Cc1ccc(N2CN=c3s/c(=C4\C(=O)Nc5ccc(C)cc54)c(=O)n3C2)cc1	0.0	5	12	1.5
CC1=C(C(=O)Nc2ccccc2)C(c2ccccc2)C(C#N)=C(SCC(=O)Nc2cccc(Br)c2)N1 (configuration not stated)	0.0	5	7	-0.6
Cc1ccc(C(=O)Nc2ccc(Br)cc2)cc1S(=O)(=O)Nc1ccccn1	0.1	16	-1	1.2
Nc1nc(CN2CCOCC2)nc2cc(Cl)ccc12	0.0	5	12	-0.2
COc1cc(CNC(=O)CCc2nnc(-c3ccc4c(c3)OCO4)o2)cc(OC)c1	0.5	4	14	-1.3
Cc1cc(NCc2ccccc2)nc(Nc2ccc(N3CCOCC3)cc2)n1	-0.2	49*	15	-0.4
CCCCCn1c(SCC(=O)C(C)(C)C)nc2cc(C(=O)N(C)Cc3ccccc3)ccc2c1=O	0.5	-3	9	1.5
O=[N+]([O-])c1ccc(S(=O)(=O)c2ccc(Oc3ccccc3)cc2)cc1	0.0	4	13	0.5
Cc1nc(C)c(NC(=O)Nc2ccccc2Cl)cc1NC(=O)Nc1ccccc1Cl	-0.2	-3	6	0.3
CCOc1cccc(C2CC(c3ccc4c(c3)OCO4)=NC(c3ccc(OC)c(Br)c3)N2)c1O (configuration not stated)	0.0	-50	2	1.7
CCNC(=O)C(=O)Nc1cc(Cl)ccc1OC	0.4	9	-1	-0.1
CCOC(=O)c1ccc(-n2c(C)c(C(=O)OCC)c3cc(O)ccc32)cc1	-0.2	-9	-1	-0.5
CC(CCc1ccccc1)NC(=O)CCNS(=O)(=O)c1ccc2c(c1)CCC(=O)N2 (configuration not stated)	0.2	14	-2	1.0
Cc1csc(SCC(=O)Nc2ccc(F)c([N+](=O)[O-])c2)n1	0.1	13	-1	0.4
Cc1ccc(C)c(NC(=O)Cn2nnc(-c3ccccc3Cl)n2)c1	0.0	1	1	1.4
Oc1oc(-c2ccc(Br)cc2)nc1C=Nc1ccc(Cl)cc1Cl	-0.1	1	0	1.0
O=C(CSc1nnnn1-c1ccccc1)N1CCCCC1	0.6	-37	14	-2.2
CC1C/C(=N\Nc2ccc([N+](=O)[O-])cc2)CC(C)(C)C1 (configuration not stated)	0.1	1	7	-1.0
CCOc1ccc(OCC)c(S(=O)(=O)N2CCCCCC2)c1	0.1	4	7	-0.8
CCc1ccc(C2=CC(c3ccc(OC)c(OC)c3)n3nnnc3N2)cc1 (configuration not stated)	-0.1	-6	25	0.2
CCN1CCCC(NC(=O)c2sc3nc(C)cc(COC)c3c2N)C1 (configuration not stated)	-0.1	-6	6	1.3
CCOc1ccc(-c2csc3nc(-c4ccc(F)cc4)oc(=O)c23)cc1	0.1	4	6	0.9
O=S(=O)(c1ccccc1)c1ccccc1C(O)c1ccccc1 (configuration not stated)	0.2	-12	8	-0.7
O=C(CCCCCn1c(=S)[nH]c2ccc(Br)cc2c1=O)N1CCN(c2ccccn2)CC1	0.0	1	2	0.3
C=CCNc1nc(-c2c(C)nc3ncccn23)cs1	0.0	-20	1	-0.7
O=C(NCc1ccc(Cl)cc1)C1CCN(Cc2ccncc2)CC1	0.0	9	9	1.1
COc1ccc2c(C)c(Cc3ccccc3)c(=O)oc2c1	0.1	3	-1	-0.7
O=C(N/N=C/c1ccc(C(=O)O)cc1)C(=O)N1CCCCCC1	-0.1	3	6	0.6
COc1ccc(Cl)cc1C(=O)NCCCN1CCOC(c2ccccc2)C1 (configuration not stated)	-0.2	-3	1	0.3
Cc1c(C(=O)N2CCC(C)CC2)sc2nc(-c3cccc([N+](=O)[O-])c3)cn12	-0.1	-25	-10	-0.5
COc1ccc(CON=C(N)N)cc1	0.1	4	13	0.6
O=C1CCC(=O)N1Cc1cccc(CN2C(=O)CCC2=O)c1	0.9	10	22	0.7
c1ccc(CCCOc2ccc(-c3cccnc3)cn2)nc1	-0.1	-79	8	0.9
O=C1N(Cc2ccccn2)c2ccccc2OC1(F)F	-0.1	0	-3	-0.2

In a second layout: entries from further up.
CCOc1ccc(OCC)c(S(=O)(=O)N2CCCCCC2)c1
  FBW7 act: 0.1 | TEAD-YAP inh: 4 | MITF inh: 7 | GPR151 ag: -0.8
O=C1N(Cc2ccccn2)c2ccccc2OC1(F)F
  FBW7 act: -0.1 | TEAD-YAP inh: 0 | MITF inh: -3 | GPR151 ag: -0.2
